WRN helicase inh – WRN helicase (human) inhibition. WRN helicase unwinding, fluorescent forked duplex, kinetic. Q14191. Potency, µM (series often up to 114 µM), without a hit: at the top dose activity change, negative = inhibition, usual class: inhibitors. hit rate 0.46% among 360,000; note: potency is the fitted concentration of half-maximal effect; % is set by controls: 0 for no effect and ±100 for the full control effect; nearly all actives have a fitted effect of over 55% in size
Target sequence (Q14191 whole entry, looked up): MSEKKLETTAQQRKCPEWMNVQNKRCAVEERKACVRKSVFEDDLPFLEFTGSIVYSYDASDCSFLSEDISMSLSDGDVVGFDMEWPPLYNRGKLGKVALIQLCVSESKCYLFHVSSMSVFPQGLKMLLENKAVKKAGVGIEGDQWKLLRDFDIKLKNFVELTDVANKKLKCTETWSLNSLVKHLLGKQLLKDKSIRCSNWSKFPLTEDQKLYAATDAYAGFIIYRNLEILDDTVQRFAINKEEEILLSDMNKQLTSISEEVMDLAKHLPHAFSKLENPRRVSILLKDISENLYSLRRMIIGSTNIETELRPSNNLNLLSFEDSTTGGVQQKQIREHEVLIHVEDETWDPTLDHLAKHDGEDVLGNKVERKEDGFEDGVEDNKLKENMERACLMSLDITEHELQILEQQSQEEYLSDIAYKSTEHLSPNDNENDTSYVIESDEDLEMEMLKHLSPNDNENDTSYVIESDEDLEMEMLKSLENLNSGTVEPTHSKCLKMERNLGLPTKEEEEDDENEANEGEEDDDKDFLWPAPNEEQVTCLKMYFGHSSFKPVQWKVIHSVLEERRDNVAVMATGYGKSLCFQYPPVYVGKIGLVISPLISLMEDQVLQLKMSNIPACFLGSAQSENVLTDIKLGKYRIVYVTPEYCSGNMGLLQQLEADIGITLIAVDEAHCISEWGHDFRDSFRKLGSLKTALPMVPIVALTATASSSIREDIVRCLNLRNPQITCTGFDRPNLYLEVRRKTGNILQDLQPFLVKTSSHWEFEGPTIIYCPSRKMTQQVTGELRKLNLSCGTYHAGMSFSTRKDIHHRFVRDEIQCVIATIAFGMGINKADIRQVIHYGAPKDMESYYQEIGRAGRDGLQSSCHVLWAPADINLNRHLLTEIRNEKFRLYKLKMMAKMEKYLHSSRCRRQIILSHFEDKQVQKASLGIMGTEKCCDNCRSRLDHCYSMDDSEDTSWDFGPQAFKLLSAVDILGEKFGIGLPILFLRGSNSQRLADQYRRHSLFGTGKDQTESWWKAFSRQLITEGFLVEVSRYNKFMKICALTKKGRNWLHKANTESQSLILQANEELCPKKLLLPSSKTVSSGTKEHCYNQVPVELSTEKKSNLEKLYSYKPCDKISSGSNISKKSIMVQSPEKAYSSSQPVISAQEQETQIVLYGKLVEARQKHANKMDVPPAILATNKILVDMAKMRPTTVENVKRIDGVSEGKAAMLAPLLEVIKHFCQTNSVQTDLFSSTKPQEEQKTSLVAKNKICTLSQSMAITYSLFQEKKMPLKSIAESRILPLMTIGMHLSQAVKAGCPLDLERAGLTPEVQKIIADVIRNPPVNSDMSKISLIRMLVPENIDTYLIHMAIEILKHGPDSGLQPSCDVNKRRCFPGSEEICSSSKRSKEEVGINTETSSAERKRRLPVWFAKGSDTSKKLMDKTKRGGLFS
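Kinetic fluorescence helicase assay: unwinding of a quenched forked DNA duplex (100 nM final) with 2 mM ATP final raises red fluorescence (525/598 nm). Compounds sat 15 min at room temperature with 20 nM WRN beforehand.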
EPAC1 antag – EPAC1 (human) antagonism; O95398; EPAC1 GEF assay, Rap1b-BODIPY-GDP exchange fluorescence; Potency, µM (doses to about 115 µM), without a hit: top-dose activity change, negative = inhibition, most hits filed as inhibitors; hit rate 0.14% among 360,000; AID 720709;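 note: potency is the fitted concentration of half-maximal effect; plate controls were vehicle for no effect and positive control for full effect; nearly all actives have a fitted effect of over 50% in size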
MmCpn inh – M. maripaludis TRiC chaperonin inhibition; purified Mm-Cpn ATPase, ADP Transcreener TR-FRET; Potency, µM (doses to about 76.9 µM), inactives show at the top dose activity, negative = inhibition, hits mostly inhibitors; hit rate 0.031% among 330,000; AID 504842; note: potency is the fitted concentration of half-maximal effect; % is set by controls: 0 for no effect and ±100 for the full control effect; nearly all actives have a fitted effect of over 80% in size
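Compound-treated chaperonin, 25 nM final, turns over 10 uM ATP at 37°C for 30 min following a 10 min preincubation; ADP generated competes with ADP-d2 for Eu-cryptate antibody, lowering FRET.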
CCT chaperon mod – cytosolic chaperonin activity modulation | purified chaperonin ATPase assay, HTRF ADP detection, 30 min | AID 651819 | hit rate 0.3% among 360,000 | activity change, % (concentration not given with the values), hits read low; in the data active = activity change below about -30%; note: % is set by controls: 0 for no effect and ±100 for the full control effect
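First, chaperonin was dispensed at 40 nM or 20 nM final depending on batch activity. Next, compounds were pinned at 76 uM and ATP added at 10 uM. After 30 min at 37 °C, ADP detection reagents ran 30 min at ambient temperature.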
PI5P4Ka inh – PI5P4K alpha (human) kinase inhibition; PI5P4Kalpha enzyme, ADP-Glo luminescence, 60 min; stronger effect = lower value; max response, %; hit rate 1.2% among 330,000; active = max response of -50% or lower; inconclusive = between -30% and -50%; inactive = -30% or higher; note: value at the top dose of about 77 µM; % is set by controls: 0 for no effect and ±100 for the full control effect
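Compounds were pin-transferred onto PI5P4Kalpha and substrate in HEPES pH 7.4 buffer with EGTA, CHAPS and 5% DMSO. ATP (5 microM final) started the reaction, which ran 60 minutes at room temperature before ADP-Glo detection.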
EPAC2 antagonist – blocks human EPAC2 exchange factor; Q8WZA2; EPAC2 GEF exchange of Rap1B-BODIPY-GDP, fluorescence; Potency, µM (series often up to 114 µM), inactives show top-dose activity, negative = inhibition, hits mostly inhibitors; hit rate 0.18% among 360,000; note: potency is the fitted concentration of half-maximal effect; % is set by controls: 0 for no effect and ±100 for the full control effect; nearly all actives have a fitted effect of over 45% in size; many of its hits are not listed in these tables
EPAC1 agonist – agonists of human EPAC1; EPAC1 agonist qHTS, biochemical assay; response scale: 100% = response to 6.5 mM cAMP; Potency, µM (doses to about 154 µM), without a hit: at the top dose activation, hits mostly activators; hit rate 0.073% among 360,000; AID 720707; note: potency is the fitted concentration of half-maximal effect; nearly all actives have a fitted effect of over 60% in size
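Read-out is the fluorescence drop as BODIPY-GDP leaves Rap1B (480 nm excitation, 540 nm emission), recorded every 5 minutes over 30 minutes. Reactions held 100 nM EPAC1, 250 nM Rap1B–BODIPY-GDP and 50 uM GDP, with 6.5 mM cAMP setting full activation.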
PLK1 PBD inh – inhibitors of human PLK1 polo-box domain binding. AID 720504. hit rate 2.8% among 360,000. Potency, µM, inactives show max response, negative = inhibition, actives largely listed as inhibitors. P53350. Plk1 PBD binding of FITC phosphopeptide, fluorescence polarization; note: potency is the fitted concentration of half-maximal effect; series mostly up to about 57 µM; % is set by controls: 0 for no effect and ±100 for the full control effect; nearly all actives have a fitted effect of over 65% in size
* hit, by the source's call; ? = inconclusive; / = not tested or not shown; [ ] = dose if it differs, or a comment. Unless noted, calls come from the whole dose curve; as a rule, active = well fitted curve in the direction sought with a large enough effect; inconclusive = small, poorly fitted or top-dose-only effect, or another doubt; inactive = no such curve, though single readings can be large; an effect the other way counts as inactive or inconclusive. Only part of the results is shown; the hit share may differ from the screen's.

A first look:
Each structure is followed by: PLK1 PBD inh, CCT chaperon mod, WRN helicase inh, EPAC2 antagonist, MmCpn inh, EPAC1 antag, EPAC1 agonist, PI5P4Ka inh
1) O=C(NNC(=O)c1cccnc1)Nc1cccc(Cl)c1Cl
  -10%, 0.0, 0%, 0%, ?, -2%, 7%, 3
2) CC(C)(C)c1ccc(CC(=O)N2CCC2(C)C(=O)NS(=O)(=O)Cc2ccccc2)cc1 (stereo not drawn)
  4%, 0.3, -1%, -11%, /, -7%, -10%, 0

Main list, from the start:
Each structure is followed by: PLK1 PBD inh, CCT chaperon mod, WRN helicase inh, EPAC2 antagonist, MmCpn inh, EPAC1 antag, EPAC1 agonist, PI5P4Ka inh
1) O=C(NNC(=O)c1cccnc1)Nc1cccc(Cl)c1Cl
  -10%, 0.0, 0%, 0%, ?, -2%, 7%, 3
2) CC(C)(C)c1ccc(CC(=O)N2CCC2(C)C(=O)NS(=O)(=O)Cc2ccccc2)cc1 (stereo not drawn)
  4%, 0.3, -1%, -11%, /, -7%, -10%, 0
3) CC1=C(C(=O)N2CCCCCC2)CC(CC(=O)NCC2CCCCC2)C(=O)N1CCCN1CCCC1=O (stereo not drawn)
  -9%, 0.0, -3%, 4%, /, -20%, -11%, 14
4) Cc1ccc(C)c(NC(=O)CN(C)C(=O)c2cc3c(s2)CCCCC3)c1
  0%, -2.8, -15%, 10%, 0%, 7%, -13%, 9
5) Cn1nc(C(C)(C)C)cc1C(=O)N1CCCC(c2cc(C(=O)Nc3ccccc3Cl)no2)C1 (stereo not drawn)
  -3%, -2.5, 2%[57.1 µM], -1%, /, -8%, -8%, 2
6) O=C(O)COc1ccccc1/C=N/NC(=O)c1cc(-c2ccccc2)nc2ccccc12
  -9%, -0.3, -20%, -1%, -1%, 2%, 5%, 0
7) CCOc1ccc(CNC(=O)CCS(=O)(=O)Cc2ccccc2C)cc1OC
  -1%, 1.0, -9%, 8%, 1%, 18%, -9%, 0
8) CCOC(=O)CC(/C(C)=N\O)c1ccccc1 (stereo not drawn)
  3%, -2.5, 10%, 5%[57.1 µM], 1%, 0%, -5%, -2
9) Cc1occc1C(=O)NC1CCCN(Cc2ccc(CC(C)C)cc2)C1 (stereo not drawn)
  -7%, -1.7, -3%, -5%, 0%, 18%, -13%, 4
10) Cn1c(CC(=O)Nc2ccc(F)cc2)nnc1SCC(=O)Nc1nncs1
  -2%, 1.6, 8%, -1%, 4%, 12%, 0%, -9
11) CCOc1cc(/C=C2\C(=O)N(Cc3ccc(C)cc3)C(C)=C2C(=O)OC)ccc1O
  1%, 0.6, 79µM*, -7%, 2%, -14%, 13%, 3
12) O=C(O)CC(c1cccc2ccccc12)N1Cc2ccccc2C1=O (stereo not drawn)
  -9%, 0.0, 0%, 5%, -1%, -21%, -7%, -5
13) Cc1sc2nc(CSc3ccc([N+](=O)[O-])c(C(F)(F)F)c3)[nH]c(=O)c2c1C
  -14%, -0.2, -11%, -3%, -3%, 0%, -2%, 0
14) CCC(=O)N(C)CCc1cc2c(c(OC)c1/C=N/Nc1ccc(C(=O)O)cc1)OCO2
  -8%, -2.6, -7%, -7%, 0%, 5%, 4%, -10
15) CC(=O)Nc1ccc(S(=O)(=O)N2CCN(S(=O)(=O)N3CCC(C)CC3)CC2)cc1
  6%, 1.0, 8%[57.1 µM], 3%, 0%, 6%, -4%, 0
16) O=C(COC(=O)c1ccncc1)Nc1cccc2ccccc12
  1%, 0.1, 7%, -7%, -2%, 8%, 4%, -22
17) CCOC(=O)C(=O)N1CCN(c2nc(-c3ccc(Cl)cc3)cs2)CC1
  -20%, 0.4, 10%, -4%, -1%, -8%, 0%, 4
18) C=CCn1c(SCC(=O)NCC)nnc1-c1cc2c(s1)CCC(CC)C2 (stereo not drawn)
  0%, -1.1, -4%, -11%, -1%, -9%, -12%, 2
19) COc1ccc(CCNC(=O)c2c[nH]c3ccc(F)cc3c2=O)cc1OC
  -4%, 2.9, -1%, 11%, 0%, -9%, 1%, -1
20) N=c1c2c(n(Cc3ccc(F)cc3)c3c1CCC3)CCCC2
  -11%, -11, 1%, 5%, -1%, -20%, 8%, -2

Full records as entered above:
O=C(O)COc1ccccc1/C=N/NC(=O)c1cc(-c2ccccc2)nc2ccccc12 is listed as PLK1 PBD inh: -9%; CCT chaperon mod: -0.3; WRN helicase inh: -20%; EPAC2 antagonist: -1%; MmCpn inh: -1%; EPAC1 antag: 2%; EPAC1 agonist: 5%; PI5P4Ka inh: 0
CC(=O)Nc1ccc(S(=O)(=O)N2CCN(S(=O)(=O)N3CCC(C)CC3)CC2)cc1 is listed as PLK1 PBD inh: 6%; CCT chaperon mod: 1.0; WRN helicase inh: 8%[57.1 µM]; EPAC2 antagonist: 3%; MmCpn inh: 0%; EPAC1 antag: 6%; EPAC1 agonist: -4%; PI5P4Ka inh: 0

Going on with the list:
Each structure is followed by: PLK1 PBD inh, CCT chaperon mod, WRN helicase inh, EPAC2 antagonist, MmCpn inh, EPAC1 antag, EPAC1 agonist, PI5P4Ka inh
21) O=C(Nc1ccc(S(=O)(=O)N2CCOCC2)cc1)c1ccc(Cl)cc1Cl
  -4%, -1.1, 1%, -7%, -1%, -5%, 2%, 0
22) Cc1c(Cl)cccc1NC(=O)Cn1c(CCC(=O)O)ccc1-c1ccc(Cl)cc1
  ?, 1.5, -6%, 13%, 0%, -15%, -1%, -10
23) CC1CCCN(C(=O)c2ccc3c(c2)OCO3)C1 (stereo not drawn)
  -21%, -2.7, -7%, 5%, -2%, 7%, -9%, -2
24) CS(=O)(=O)N1CCCC(C(=O)NCCc2ccc(Cl)cc2)C1 (stereo not drawn)
  -3%, 0.5, -12%, -10%, 0%, -7%, 6%, /

2 of the compounds above, as labelled records.
(22) Cc1c(Cl)cccc1NC(=O)Cn1c(CCC(=O)O)ccc1-c1ccc(Cl)cc1
  PLK1 PBD inh: ?; CCT chaperon mod: 1.5; WRN helicase inh: -6%; EPAC2 antagonist: 13%; MmCpn inh: 0%; EPAC1 antag: -15%; EPAC1 agonist: -1%; PI5P4Ka inh: -10

(23) CC1CCCN(C(=O)c2ccc3c(c2)OCO3)C1 (stereo not drawn)
  PLK1 PBD inh: -21%; CCT chaperon mod: -2.7; WRN helicase inh: -7%; EPAC2 antagonist: 5%; MmCpn inh: -2%; EPAC1 antag: 7%; EPAC1 agonist: -9%; PI5P4Ka inh: -2

Assay outcomes deposited in PubChem by National Center for Advancing Translational Sciences (NCATS).
